# NFkB transloc inh: blocks IL-1B driven NFkB nuclear translocation in HUVEC cells | HUVEC IL-1B NFkB p65 nuclear translocation imaging | inhibition, % at 2 µM | 94,000 compounds, 0.43% hits | AID 796;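 active = inhibition above about 30% together with a positive call from visual inspection of the well image, limit read from the data; inconclusive = inhibition above a set limit but visual check negative; inactive = inhibition not above a set limit, visual check negative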;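 also: nuclear over cytoplasmic p65 intensity ratio measured by imaging; 0% = IL-1B stimulated DMSO wells and 100% = unstimulated DMSO wells; values of inactives mirror those of a sister screen read the other way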
# Bcl-B displacement: displacers of TR3 peptide from Bcl-B, primary screen, selectivity assay for Bfl-1 inhibitor project, biochemical, fluorescence polarization; AID 748; displacement, % at 20 µM, or IC50 in µM where a hit was titrated; 96,000 compounds, 0.11% hits; FP displacement of FITC-TR3 peptide from Bcl-B; higher % means a stronger effect;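 active = displacement above 50% at 20 µM plus a fluorescence interference ratio under 1.5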;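 also: plate controls were wells without compound for no effect and wells lacking Bcl-B protein for full effect; a part of the inactive calls stands beside numbers as strong as those of hits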
# PLAP inhibitors HTS: inhibition of human placental alkaline phosphatase – biochemical, luminescence, HTS (AID 690); purified PLAP, luminescent substrate; higher % means a stronger effect; 96,000 compounds, 0.08% hits; inhibition, % at 20 µM, or IC50 in µM where a hit was titrated; in the data active = a potency from the dose series; inactive = the rest, 99 in 100 with inhibition below about 30%; also: strong numbers were not always called active
# NFkB transloc pot: enhances IL-1B driven NFkB nuclear translocation. HUVEC IL-1B NFkB p65 nuclear translocation imaging. activation, % at 2 µM. 94,000 compounds, 0.3% hits;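 active = activation above 40%, about the mean plus 3 SD, also judged a hit on visual image review; inconclusive = activation above 40% but not a hit on visual review; inactive = activation not above 40% and no visual hit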;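 also: percent activation is computed from the nuclear over cytoplasmic p65 intensity ratio; values of inactives mirror those of a sister screen read the other way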
# MRP reversal: compounds reversing MRP-mediated drug resistance. H69AR cells + 2 uM doxorubicin, CellTiter-Glo, 72 h. 85,000 compounds, 0.04% hits. AID 602. differential viability (reversal), % at 10 µM;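 active = viability drop by adding the cancer drug above about 55%, with treated viability meeting a 40% cutoff, limit read from the data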;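 also: viability without doxorubicin minus viability with 2 µM doxorubicin for each compound; larger differential means the compound sensitizes cells more to doxorubicin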
# MRP reversal cytotoxicity: further read-out of MRP reversal, marked with its call; viability, %; H69AR cells, CellTiter-Glo, 72 h; measured here: cytotoxicity without doxorubicin
# MRP reversal with doxorubicin: further read-out of MRP reversal, marked with its call; viability, %; measured here: viability with 2 uM doxorubicin; stronger effect = lower value
# NFkB transloc inh cell count 2 µM: also measured in NFkB transloc inh; calls as there; cell count; measured here: cells passing quality filter;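 raw number of nuclei counted in each imaged well without normalization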
# NFkB transloc pot cell count 2 µM: second read-out of NFkB transloc pot, no call of its own (marks repeat the call); cell count; measured here: cells passing quality filter
# Active calls of the source: *; ? = inconclusive; / = not tested or not shown. Some of the compounds tested; count on the stated rates, not on these rows.
SMILES,NFkB transloc inh,NFkB transloc inh cell count 2 µM,Bcl-B displacement,PLAP inhibitors HTS,NFkB transloc pot,NFkB transloc pot cell count 2 µM,MRP reversal,MRP reversal cytotoxicity,MRP reversal with doxorubicin
Cc1cc2c(cc(C(=O)O)n2C)s1,-8,227,-4%,10%,9,227,-2,99,101
Cn1c(C(=O)OCC(=O)NCc2cccs2)cc2sccc21,4,182,-3%,31%,-4,182,-8,89,97
CCC(=O)NC(=Nc1nc2ccccc2s1)NC(=O)CC,-4,97,-3%,-13%,4,97,-9,96,105
CCOc1cc(NC(=S)NCCCN2CCOCC2)c(OCC)cc1NC(=O)CC(C)C,5,118,-3%,-22%,-5,118,/,/,/
CCC(C)(C)n1nnnc1C(c1ccc(C)cc1)N1CCN(Cc2ccc3c(c2)OCO3)CC1 (configuration not stated),-26,143,/,/,26,143,15,94,79
COC(=O)CSc1cc(C)nc(SC)n1,2,176,6%,12%,-2,176,0,86,86
CC1C=CCC2C(=O)N(c3cccc(C(=O)N4CCCCCC4)c3)C(=O)C12 (configuration not stated),-4,118,/,/,4,118,12,100,88
CCC(CC)C(=O)Nc1c2c(nn1-c1ccc(OC)cc1)CS(=O)C2 (configuration not stated),-6,189,-4%,26%,6,189,-10,93,104
CCOc1ccc(NC2=NC(C(=O)NCc3ccccc3)CC(=O)N2)cc1 (configuration not stated),/,/,0%,4%,/,/,2,98,97
Cc1ccc2c(c1)cc1c(=O)[nH]ncn12,-4,154,-4%,12%,4,154,/,/,/
Cc1cccc(NS(=O)(=O)c2c(C)n[nH]c2C)c1,-3,177,-2%,15%,3,177,/,/,/
COc1ccc(OC)c(C2=NOC(C(=O)Nc3ccccc3SC)C2)c1 (configuration not stated),10,106,-1%,13%,-10,106,12,89,77
O=C(O)c1ccc(S(=O)(=O)c2ccc3c(c2)C(=O)N(CC2CCCO2)C3=O)cc1 (configuration not stated),-4,76,0%,7%,5,76,9,110,100
C=CCn1c(-c2ccc(S(=O)(=O)N3CCOCC3)cc2)csc1=Nc1ccccc1,-4,149,-9%,9%,4,149,8,49,40
Cc1scc(C(=O)N/N=C/c2ccco2)c1C,-13,159,/,/,13,159,1,97,95
CCOc1cc2c3c(c1)C1(OCCO1)C(=O)N3C(C)(C)CC2C (configuration not stated),-28,173,2%,-69%,28,173,-7,72,79
CC(C)c1ccc(-c2nn(-c3ccccc3)cc2C2C(C#N)=C(N)OC3=C2C(=O)CC(C)(C)C3)cc1 (configuration not stated),-6,161,-2%,-16%,6,161,/,/,/
CCOc1ccccc1NC(=O)Nc1c(C)n(-c2ccccc2)c(=O)n1C,1,182,-4%,7%,-1,182,-8,99,106
CC(=O)CSc1nc(C(F)(F)F)cc(=O)n1-c1ccccc1,/,/,0%,-9%,/,/,/,/,/
Cc1nc2c(C)cccn2c1/C(O)=C1\C(=O)C(=O)N(CCN2CCOCC2)C1c1cccs1 (configuration not stated),-6,86,-5%,-8%,6,86,5,90,85
CC(C)N=C(NC#N)SCc1ccccc1F,-2,107,-2%,-16%,2,107,11,100,90
COc1ccc(N2C(=O)CC(NCc3cccs3)C2=O)cc1 (configuration not stated),-66,189,-4%,2%,?,/,-16,97,112
Cc1csc(NC(=O)CCNS(=O)(=O)c2ccc3c(c2)c(=O)n(C)c(=O)n3C)n1,-2,195,-14%,-17%,2,195,/,/,/
CCOC(=O)c1sc(C)c2c1NC(c1ccc(Cl)cc1)NC2=O (configuration not stated),6,131,-1%,-2%,-6,131,/,/,/
Cc1c(C(=O)N2CCCCC2)sc(NC(=O)C23CC4CC(CC(C4)C2)C3)c1C#N,4,98,/,/,-4,98,7,87,80
CCSc1nnc(NC(=O)CSc2nnc(Cc3cccn3C)n2-c2ccc(F)cc2)s1,1,130,-13%,0%,-1,130,/,/,/
O=C(CN(CC1CCCO1)C(=O)CCC(=O)Nc1ccccn1)NCc1ccccc1 (configuration not stated),15,99,/,/,-15,99,12,101,89
COc1ccc(-c2noc(CN(C(=O)c3ccc(OC(C)=O)cc3)C(C)C)n2)cc1OC,-22,119,-4%,-50%,21,119,-8,75,83
CC1CC(C)CN(c2nc3c(c(=O)[nH]c(=O)n3C)n2CCCSc2nc3ccccc3s2)C1 (configuration not stated),-1,129,/,/,1,129,16,95,79
O=C(C1CCC(C(=O)N2CCCCC2)CC1)N1CCCCC1 (configuration not stated),-51,144,1%,-8%,?,/,3,90,87
N#Cc1nc(-c2ccc(F)cc2)oc1NCc1cccc2c1OCO2,/,/,-2%,9%,/,/,-4,100,104
CCCCc1ccc(-c2ccc(Br)cc2O)nc1,-4,153,2%,-39%,4,153,12,103,91
N#CC(C(=O)OC1CCCCC1)c1nc2ccccc2nc1N1CCOCC1 (configuration not stated),-2,140,2%,-2%,2,140,8,66,59
O=C(c1ccco1)N1CCN(C(=O)C2CC(c3ccc(Cl)cc3)=NO2)CC1 (configuration not stated),2,172,-6%,3%,-2,172,5,85,80
CCOC(=O)c1c(C)c2c(n1C)CCC/C2=N\O,-32,193,-4%,15%,32,193,12,88,76
C=CCNC(=O)C1CC(=O)N(c2ccc(OCC(=O)NCc3ccccc3)cc2)C1 (configuration not stated),-13,140,2%,17%,13,140,2,98,96
COc1cccc(-c2nnc(SCC(=O)N3CCOCC3)o2)c1,-18,139,-1%,2%,18,139,-3,87,90
COc1cc(Nc2cc(C)nc3ncnn23)cc(OC)c1,/,/,-3%,-60%,/,/,12,80,68
CCN(CC)CCCN1C(=O)C(=O)/C(=C(/O)c2ccc3c(c2)CC(C)O3)C1c1cccnc1 (configuration not stated),/,/,9%,6%,/,/,-13,87,100
CC(C)(C)C1=C(C#N)C(c2cc3c(cc2Br)OCO3)C(C#N)=C(N)O1 (configuration not stated),/,/,9%,-1%,/,/,-28,46,74
COc1ccc(CN(Cc2ccco2)S(=O)(=O)c2ccc(S(=O)(=O)N3CCCC3)cc2)cc1,1,162,-18%,20%,-1,162,3,45,41
Cc1ccc2c(c1)c1c3n2CCN(C(=O)C2CC2)C3CCC1 (configuration not stated),0,186,11%,-44%,0,186,9,91,81
O=C(c1ccc(-c2ccccc2)cc1)c1ccccc1C(=O)N1CCOCC1,8,148,-13%,-59%,-8,148,12,86,74
COCCNC(=O)c1sc2nc(-c3ccccc3)cn2c1C,-11,175,1%,11%,11,175,4,99,95
COc1cccc(C2NC(c3cccc(OC)c3O)C(C)C(=O)C2C)c1O (configuration not stated),-9,152,-1%,-80%,9,152,3,81,78
O=C(CSc1ncnc2c1oc1ccccc12)OCc1ccccc1,4,78,-6%,4%,-4,78,-1,98,99
O=C(OCc1cccc2ccccc12)C1CC(=O)N(c2ccccc2)C1 (configuration not stated),-12,123,8%,20%,12,123,-7,91,98
O=C(Nc1nnc(CCN2CCCCC2)s1)C1CCCCC1,4,90,-13%,8%,-4,90,25,92,67
O=C(NCc1ccco1)c1cc(-c2cccc(Cl)c2)on1,-3,127,1%,2%,3,127,-18,99,117
CCCCOc1ccc(C(=O)N2CC(C)OC(C)C2)cc1 (configuration not stated),11,155,-10%,-2%,-11,155,20,102,82
Cc1cccc(C)c1NC(=O)CSc1nnc(-c2ccoc2C)n1C,-8,184,-6%,-2%,8,184,-9,89,98
CCc1ccc(C(=O)c2oc3nc(C)cc(C)c3c2N)cc1,-6,197,-6%,16%,7,197,-10,47,57
Cc1ccc(NC(=O)CN2C(=O)NC3(CCC(C)CC3)C2=O)c(Cl)c1 (configuration not stated),2,197,4%,6%,-2,197,6,87,82
Cc1cc(C)c(NC(=O)CN2CCN(C)CC2)c(C)c1,14,187,8%,-5%,-14,187,8,94,86
CCOC(=O)c1ccc(NC(=O)CCS(=O)(=O)c2ccc(Br)s2)cc1,-24,191,-21%,-19%,24,191,17,93,76
COc1ccc2ncn(-c3ccccc3)c2c1,-12,207,-6%,24%,12,207,-6,85,91
CCc1nc(Nc2ccc3nccnc3c2)c2oc3ccccc3c2n1,15,188,29%,-2%,-15,188,9,75,66
O=C(Nc1ccccn1)NC(C(F)(F)F)C(F)(F)F,4,105,2%,-11%,-4,105,/,/,/
O=C(NC1CCCCCC1)C1CCN(c2nc3ccccc3o2)CC1,-6,102,-7%,6%,7,102,6,93,87
CC(C)(C)NC(=O)NC(=O)CN1CCN(c2ncc(C(F)(F)F)cc2Cl)CC1,-12,54,-4%,-61%,13,54,-8,61,70

# Part of the list above, set out differently.
# Each structure is followed by: NFkB transloc inh | NFkB transloc inh cell count 2 µM | Bcl-B displacement | PLAP inhibitors HTS | NFkB transloc pot | NFkB transloc pot cell count 2 µM | MRP reversal | MRP reversal cytotoxicity | MRP reversal with doxorubicin
> COc1cccc(C2NC(c3cccc(OC)c3O)C(C)C(=O)C2C)c1O (configuration not stated)
→ -9 | 152 | -1% | -80% | 9 | 152 | 3 | 81 | 78
> O=C(CSc1ncnc2c1oc1ccccc12)OCc1ccccc1
→ 4 | 78 | -6% | 4% | -4 | 78 | -1 | 98 | 99
> O=C(OCc1cccc2ccccc12)C1CC(=O)N(c2ccccc2)C1 (configuration not stated)
→ -12 | 123 | 8% | 20% | 12 | 123 | -7 | 91 | 98
> O=C(Nc1nnc(CCN2CCCCC2)s1)C1CCCCC1
→ 4 | 90 | -13% | 8% | -4 | 90 | 25 | 92 | 67
> O=C(NCc1ccco1)c1cc(-c2cccc(Cl)c2)on1
→ -3 | 127 | 1% | 2% | 3 | 127 | -18 | 99 | 117

# (further entries)
SMILES,NFkB transloc inh,NFkB transloc inh cell count 2 µM,Bcl-B displacement,PLAP inhibitors HTS,NFkB transloc pot,NFkB transloc pot cell count 2 µM,MRP reversal,MRP reversal cytotoxicity,MRP reversal with doxorubicin
CC(C)Oc1ccc(CNCC2(O)CCOC(C)(C)C2)cc1 (configuration not stated),1,120,/,/,-1,120,-4,97,101
Cc1cc(NC(=O)c2nn(C)c(C)c2[N+](=O)[O-])no1,-2,149,2%,15%,2,149,/,/,/
N#Cc1c(N)n(CCOC(=O)c2cccc(Br)c2)c2nc3ccccc3nc12,8,37,-3%,-14%,-8,37,6,114,108
O=C(O)C1C2CCC(O2)C1C(=O)Nc1cnn(Cc2ccccc2)c1 (configuration not stated),-9,200,-6%,-2%,9,200,16,101,85
O=C(NCc1ccco1)C1CCN(c2nc3ccccc3n2Cc2ccc(F)cc2)CC1,-25,178,-3%,-23%,25,178,0,95,96
Cc1ccc(S(=O)(=O)N2CC(=O)Nc3ccccc32)cc1C,4,133,-6%,18%,-4,133,5,102,97
CCOC(=O)C1=C(C)NC(=O)NC1c1ccc(C)o1 (configuration not stated),/,/,21%,-25%,/,/,-10,88,98
CC(=O)C1=C(C)OC(N)=C(C#N)C1c1cc2cccc(C)c2nc1Cl (configuration not stated),-12,177,-1%,-2%,12,177,/,/,/
O=[N+]([O-])c1ccc(NC(=S)NCCc2ccc(Cl)cc2)cc1,-2,105,-5%,25%,2,105,/,/,/
CCOCCn1c(SCc2cccc(C)c2)nc2c1c(=O)[nH]c(=O)n2C,-1,156,-2%,-14%,1,156,1,74,73
COc1ccc(C)cc1NC(=O)COC(=O)c1c(C)noc1C,-3,111,9%,19%,3,111,7,103,97
O=C(NCc1ccc2c(c1)OCO2)C1CC(=O)N(C2CCCCCCC2)C1 (configuration not stated),-15,166,-5%,-42%,15,166,0,92,92
COc1ccccc1C(O)P(=O)(OC(C)C)c1ccc(N(C)C)cc1 (configuration not stated),-30,115,/,/,30,115,19,99,80
O=C1SC(c2ccccc2)=C/C1=C\N1CCCCC1,4,140,1%,-23%,-4,140,-4,83,86
O=C(CN1C(=O)NC2(CCCCCC2)C1=O)N1CCN(S(=O)(=O)c2ccc(Cl)cc2)CC1,7,128,-6%,-37%,-7,128,3,79,75

# Some values from the entries so far:
# NFkB transloc pot with `Cc1cc(NC(=O)c2nn(C)c(C)c2[N+](=O)[O-])no1` → 2
# MRP reversal cytotoxicity with `O=C(c1ccco1)N1CCN(C(=O)C2CC(c3ccc(Cl)cc3)=NO2)CC1` (configuration not stated) → 85
# NFkB transloc inh with `COCCNC(=O)c1sc2nc(-c3ccccc3)cn2c1C` → -11

# Source: PubChem BioAssay
